ERAP1 HTS inh = human ERAP1 aminopeptidase inhibitors, primary screen, biochemical, single point, plate reader. Endoplasmic reticulum aminopeptidase 1 (Homo sapiens), Q9NZ08. recombinant ERAP1, Leu-AMC fluorescence, 60 min. inhibition, % at 10.7 µM. hit rate 0.15% among 340,000. AID 652197, 2013;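 active = mean replicate inhibition of at least 30%, or all replicates individually reaching that 30% level; inactive = mean below 30% and not every replicate reaching it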;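 also: 0% = neutral control wells and 100% = L-leucinethiol positive control wells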
Target sequence (Q9NZ08 whole entry, looked up): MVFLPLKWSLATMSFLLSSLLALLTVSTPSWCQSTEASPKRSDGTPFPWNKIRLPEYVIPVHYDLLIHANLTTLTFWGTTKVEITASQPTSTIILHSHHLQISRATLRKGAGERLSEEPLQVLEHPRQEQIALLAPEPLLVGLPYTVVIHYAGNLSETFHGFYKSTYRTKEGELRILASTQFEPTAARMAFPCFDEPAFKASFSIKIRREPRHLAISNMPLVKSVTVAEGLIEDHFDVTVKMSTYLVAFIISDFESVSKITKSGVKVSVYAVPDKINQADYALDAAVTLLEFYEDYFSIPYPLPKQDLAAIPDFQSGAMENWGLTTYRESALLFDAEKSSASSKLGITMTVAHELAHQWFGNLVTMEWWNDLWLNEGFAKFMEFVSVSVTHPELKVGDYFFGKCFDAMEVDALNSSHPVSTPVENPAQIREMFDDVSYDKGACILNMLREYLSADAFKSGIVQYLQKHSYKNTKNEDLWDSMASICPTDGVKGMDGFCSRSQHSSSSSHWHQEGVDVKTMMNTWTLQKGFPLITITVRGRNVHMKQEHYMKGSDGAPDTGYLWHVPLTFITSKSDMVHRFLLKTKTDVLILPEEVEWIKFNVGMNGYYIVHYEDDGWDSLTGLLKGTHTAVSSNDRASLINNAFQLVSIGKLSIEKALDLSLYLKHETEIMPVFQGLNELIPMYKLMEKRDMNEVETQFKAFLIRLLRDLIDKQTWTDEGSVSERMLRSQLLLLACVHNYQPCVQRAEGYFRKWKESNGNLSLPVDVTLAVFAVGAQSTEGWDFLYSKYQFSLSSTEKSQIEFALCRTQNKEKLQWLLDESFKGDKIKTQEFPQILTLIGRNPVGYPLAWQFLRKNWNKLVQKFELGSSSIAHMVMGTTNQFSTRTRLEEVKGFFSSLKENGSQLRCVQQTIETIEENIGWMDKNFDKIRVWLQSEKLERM
SIRT5 inh = SIRT5 desuccinylase inhibitors, primary screen, biochemical, fluorescence imaging, single point, set 5; NAD-dependent protein deacylase sirtuin-5, mitochondrial (Homo sapiens), Q9NXA8; Purified SirT5, succinyl-peptide AMC, trypsin-coupled fluorescence; inhibition, % at 15 µM; hit rate 1.1% among 330,000; in the data active = inhibition above about 15%
PGC1a acetyl inh = inhibitors of PGC1a acetylation signal, primary screen, cell-based, U2OS, AlphaScreen, inhibitor mode; AlphaScreen anti-acetyl-lysine; with virally co-expressed GCN5 acetyltransferase; inhibition, % at 15.6 µM; hit rate 0.17% among 350,000; AID 651687, 2012;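 active = every replicate shows inhibition of at least 40%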;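 also: 0% = neutral control wells and 100% = positive control wells; some results beyond the cut were filed as inactive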
LGR2 inh = inhibitors of bursicon-induced LGR2 CRE-luciferase signal, primary screen, cell-based, HEK293, CRE-luciferase reporter, bursicon stimulation. hit rate 0.35% among 380,000. inhibition, % at 9.99 µM. bursicon-stimulated, 4 h;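 active = drop in luminescence signal, shown as inhibition above about 50% in the replicate tests, limit read from the data, passing the limit was not always enough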;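 also: agonist challenge used bursicon conditioned medium at about half maximal strength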
Statin myotox sup = suppressors of statin myotoxicity in C2C12 myotubes, primary screen, cell-based, single point, plate reader. C2C12 myotubes + simvastatin, ATP luminescence, 48 h; scaled: DMSO 0, geranylgeraniol control 100. rescue of ATP level, % at 7.49 µM. hit rate 0.78% among 330,000. AID 602340, 2012;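 active = mean ATP rescue above about 67%, or every replicate alone reaching that limit, limit read from the data, passing the limit was not always enough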;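 also: myotubes were challenged with 10 µM simvastatin during compound exposure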
Cneo AK release = Cryptococcus neoformans cell lysis inducers, primary screen, AK release luminescence, single concentration; lysis activity, % at 15 µM; hit rate 0.2% among 360,000; C. neoformans lysis, adenylate kinase release luminescence, 4 h; normalised: neutral wells 0, clomiphene wells 100;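 active = mean lysis activity across replicates of at least 80%, whatever share of replicates individually reach that level; inactive = mean lysis activity below 80%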
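Test system: log-phase Cryptococcus neoformans yeast cells. Input: 5 × 10^6 yeast cells/mL. Medium: fresh YPD growth medium. Doses: single dose. Incubation: static 4 h at 37 °C with compound, 1 h detection. Measured by: luminescent adenylate kinase detection reagent. Read-out: signal increase indicating cell lysis. Benchmarks: Clomiphene.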
S100A4 MyoIIA = inhibitors of S100A4-myosin IIA peptide binding, primary screen, biochemical, fluorescence polarization, TAMRA-MyoIIA peptide; inhibition, % at 10.7 µM; Protein S100-A4 (Homo sapiens), P26447; AID 652163, 2013; hit rate 0.14% among 360,000;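 active = mean inhibition of at least 70% across replicates, with every replicate also reaching that level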
Target sequence (P26447 whole entry, looked up): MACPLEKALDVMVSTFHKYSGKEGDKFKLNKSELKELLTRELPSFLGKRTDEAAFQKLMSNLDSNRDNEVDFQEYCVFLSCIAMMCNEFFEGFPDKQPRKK
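System – human S100A4 monomer protein, biochemical binding assay · Buffer or medium – Calcium-containing HEPES buffer, pH 7.2 · Timing – 5 min between mix addition and reading · Also added – TAMRA-labelled myosin IIA heavy-chain peptide probe, 5 nM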
Xi reactivation = activators of inactive X chromosome reactivation, primary screen, imaging, XiGFP fibroblasts, GFP high-content imaging, set 2; XiGFP mouse fibroblasts, % GFP-positive cells imaging, 3 d; cells co-treated with 5-aza-dC sensitizer; scaled so ellipticine positive control = 100%; activation, % at 7.58 µM; hit rate 0.055% among 360,000; AID 743238, 2013;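 active = mean normalized replicate activation at least 10% and every replicate at or above 10%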;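 also: 0% = median of on-plate neutral control wells and 100% = ellipticine 6 µM median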
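System: XiGFP fibroblasts, SV40-immortalized. Medium: DMEM plus 5-aza-dC sensitizer. Doses: single point. Timing: 3 d treatment, 15 min room-temperature fixation. Control set: ellipticine 6 µM.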
* hit, by the source's call; x = not tested or not shown. Some of the compounds tested; rates above refer to the full screens.

| SMILES | ERAP1 HTS inh | SIRT5 inh | PGC1a acetyl inh | LGR2 inh | Statin myotox sup | Cneo AK release | S100A4 MyoIIA | Xi reactivation |
| --- | --- | --- | --- | --- | --- | --- | --- | --- |
| C[C@@H]1CN([C@@H](C)CO)C(=O)c2cc(NC(=O)NC3CCCCC3)ccc2O[C@@H](C)CCCCO[C@H]1CN(C)S(=O)(=O)c1cccs1 | x | x | -11 | 4 | x | 0 | x | 0.2 |
| CCCCN(C=O)c1c(CC)nc2c(OCc3ccccc3C(=O)OC)cccn12 | 5 | x | x | -7 | 8 | 0 | -2 | -0.1 |
| CNS(=O)(=O)c1cccc(C(=O)OCC(=O)N2CCN(C(=O)c3ccco3)CC2)c1 | -3 | 8 | x | -6 | 18 | -1 | -3 | 0.0 |
| C[C@@H]1CN([C@@H](C)CO)C(=O)c2cccc(NC(=O)c3ccc(-c4nccs4)cc3)c2O[C@H]1CN(C)S(C)(=O)=O | 4 | -2 | -3 | -6 | x | 0 | -4 | 0.0 |
| COc1ccc2cc(C(C)C(=O)O)ccc2c1 (configuration not stated) | 1 | -4 | 7 | -4 | -2 | 0 | 49 | 0.1 |
| CSc1cccc(NC(=O)NNC(=O)C2CCN(S(=O)(=O)N(C)C)CC2)c1 | 0 | 1 | 3 | -4 | 3 | 0 | -11 | 0.0 |
| CC1CCCN(CC(O)COCc2ccccc2)C1 (configuration not stated) | -3 | 7 | x | 2 | -2 | -1 | 6 | 0.4 |
| CC(C)NC(=O)N(C)C[C@@H]1Oc2ccc(NS(=O)(=O)c3cccs3)cc2CC(=O)N([C@@H](C)CO)C[C@@H]1C | 3 | -1 | -2 | 2 | -2 | 0 | -4 | -0.2 |
| CO[C@@H]1CC[C@@H]2CCN(C)C(=O)C[C@H](c3ccccc3)CN(C)C(=O)c3cccc(C#N)c3OC[C@H]1O2 | -1 | -2 | x | 8 | -15 | 2 | -5 | 0.2 |
| CC(=O)Nc1cccc(OCCCOc2cccc([N+](=O)[O-])c2)c1 | 1 | x | x | -38 | x | x | 1 | 0.0 |
| Cc1cccc2sc(NNC(=O)C3COc4ccccc4O3)nc12 (configuration not stated) | 6 | -1 | -6 | 7 | 5 | 0 | 5 | 0.1 |
| CCN1CCN(c2c(/C=C3\SC(=S)N(Cc4ccco4)C3=O)c(C)c(C#N)c(=O)n2C)CC1 | 4 | -2 | x | x | x | x | -34 | 0.2 |
| C[C@@H]1CN([C@@H](C)CO)C(=O)c2cc(C3=CCCCC3)cnc2O[C@@H]1CN(C)C(=O)c1cccc(F)c1 | -1 | -3 | 5 | 5 | 5 | 2 | 4 | -1.0 |
| Cc1ccc(/C=N/NC(=O)CNC(=O)c2ccc(S(=O)(=O)N(C)C)cc2)o1 | 7 | -1 | x | 5 | -3 | -1 | -1 | 0.1 |
| C[C@@H]1CCCCO[C@H](CN(C)C(=O)Cc2ccccc2)[C@H](C)CN([C@@H](C)CO)C(=O)c2cc(NC(=O)CCC(F)(F)F)ccc2O1 | x | x | -3 | 6 | 19 | 1 | x | 0.0 |

At a glance, nine of the compounds above.
| SMILES | ERAP1 HTS inh | SIRT5 inh | PGC1a acetyl inh | LGR2 inh | Statin myotox sup | Cneo AK release | S100A4 MyoIIA | Xi reactivation |
| --- | --- | --- | --- | --- | --- | --- | --- | --- |
| CC1CCCN(CC(O)COCc2ccccc2)C1 (configuration not stated) | -3 | 7 | x | 2 | -2 | -1 | 6 | 0.4 |
| CC(C)NC(=O)N(C)C[C@@H]1Oc2ccc(NS(=O)(=O)c3cccs3)cc2CC(=O)N([C@@H](C)CO)C[C@@H]1C | 3 | -1 | -2 | 2 | -2 | 0 | -4 | -0.2 |
| CO[C@@H]1CC[C@@H]2CCN(C)C(=O)C[C@H](c3ccccc3)CN(C)C(=O)c3cccc(C#N)c3OC[C@H]1O2 | -1 | -2 | x | 8 | -15 | 2 | -5 | 0.2 |
| CC(=O)Nc1cccc(OCCCOc2cccc([N+](=O)[O-])c2)c1 | 1 | x | x | -38 | x | x | 1 | 0.0 |
| Cc1cccc2sc(NNC(=O)C3COc4ccccc4O3)nc12 (configuration not stated) | 6 | -1 | -6 | 7 | 5 | 0 | 5 | 0.1 |
| CCN1CCN(c2c(/C=C3\SC(=S)N(Cc4ccco4)C3=O)c(C)c(C#N)c(=O)n2C)CC1 | 4 | -2 | x | x | x | x | -34 | 0.2 |
| C[C@@H]1CN([C@@H](C)CO)C(=O)c2cc(C3=CCCCC3)cnc2O[C@@H]1CN(C)C(=O)c1cccc(F)c1 | -1 | -3 | 5 | 5 | 5 | 2 | 4 | -1.0 |
| Cc1ccc(/C=N/NC(=O)CNC(=O)c2ccc(S(=O)(=O)N(C)C)cc2)o1 | 7 | -1 | x | 5 | -3 | -1 | -1 | 0.1 |
| C[C@@H]1CCCCO[C@H](CN(C)C(=O)Cc2ccccc2)[C@H](C)CN([C@@H](C)CO)C(=O)c2cc(NC(=O)CCC(F)(F)F)ccc2O1 | x | x | -3 | 6 | 19 | 1 | x | 0.0 |

The results go on.
| SMILES | ERAP1 HTS inh | SIRT5 inh | PGC1a acetyl inh | LGR2 inh | Statin myotox sup | Cneo AK release | S100A4 MyoIIA | Xi reactivation |
| --- | --- | --- | --- | --- | --- | --- | --- | --- |
| CC(=O)Nc1ccc(-c2ccnc3c2CC(C(=O)Nc2cccc(C(C)=O)c2)O3)cc1 (configuration not stated) | -1 | 0 | -6 | -15 | 3 | 2 | -3 | 0.2 |
| COc1ccc(OC)c(CCNC(=O)c2sc3nc4n(c(=O)c3c2C)CCC4)c1 | -3 | -3 | -1 | -5 | 0 | -4 | -2 | 0.0 |
| Oc1cncc(-c2cccnc2)c1 | 2 | x | 10 | 0 | -11 | 0 | -1 | 0.3 |
| O=C(COC(=O)c1ccccc1-c1nc2ccccc2s1)Nc1ccccc1C(F)(F)F | -1 | -4 | 3 | x | x | 1 | 2 | 0.2 |
| O=c1ccn(Cc2ccccc2)c2ccccc12 | -1 | 36* | x | 0 | 22 | 0 | -21 | 0.0 |
| C[C@@H]1CCCCO[C@@H](CN(C)Cc2ccc(Cl)c(Cl)c2)[C@H](C)CN([C@H](C)CO)C(=O)c2cc(N(C)C)ccc2O1 | 0 | -2 | 19 | -8 | x | 10 | 11 | 2.4 |
| CO[C@H]1CN(C)C(=O)c2ccc(NC(=O)C3CCC3)cc2OC[C@H](C)N(C)C[C@H]1C | 1 | -5 | x | -2 | 1 | -1 | -2 | 0.2 |
| C[C@@H]1CN([C@H](C)CO)S(=O)(=O)c2ccc(-c3ccccc3)cc2O[C@@H]1CN(C)Cc1ccccc1C(=O)O | -1 | 2 | 3 | -5 | -2 | 1 | 18 | -1.2 |
| C[C@H]1CN([C@@H](C)CO)C(=O)c2cc(C#CC3(O)CCCC3)cnc2O[C@H]1CN(C)C(=O)CC1CC1 | -2 | -3 | 7 | 2 | 11 | 59 | 3 | -0.6 |
| COCc1nc(-c2ccc(-c3ccc(OC)cc3)nc2OC)no1 | 4 | -14 | -8 | -45 | -28 | -1 | -8 | 0.0 |
| CC(C)NC(=O)Nc1cccc2c1O[C@@H](CN(C)C(=O)Nc1ccc3c(c1)OCO3)[C@@H](C)CN([C@H](C)CO)C2=O | -1 | 3 | -7 | -2 | 8 | -1 | -2 | -0.1 |
| O=C(NCc1ccco1)C1CCCN(S(=O)(=O)c2cnc[nH]2)C1 (configuration not stated) | x | x | 0 | 9 | -5 | 0 | -2 | -0.1 |
| CC1C(=O)NN=C1C(=O)N/N=C\C(Br)=C\c1ccccc1 (configuration not stated) | 0 | -1 | -404 | -19 | x | x | -2 | 0.0 |
| C[C@@H]1CN([C@H](C)CO)C(=O)c2cc(-c3ccccc3)cnc2O[C@H]1CN(C)C(=O)NC1CCCC1 | 1 | -2 | 7 | 10 | 22 | -4 | 0 | -0.1 |
| Cn1c(=O)c2c(O)c(Cc3ccccc3)c(=O)n(C)c2n(C)c1=O | 5 | 4 | -3 | 4 | x | 6 | -6 | 0.0 |
| Nn1c(SCc2cccc(Cl)c2)nnc1-c1ccncc1 | 12 | -1 | 5 | -11 | -3 | -3 | -1 | 0.0 |
| CN(C)c1ccc(C2C3C(=O)NC(=O)C3ON2c2ccc(Cl)cc2)cc1 (configuration not stated) | x | x | 5 | -8 | -2 | 2 | -3 | 0.4 |
| COc1ccc(CCNC(=O)c2cccc(NC(=O)CC3SC(N4CCCCC4)=NC3=O)c2)cc1OC (configuration not stated) | 4 | -3 | x | 9 | 0 | -7 | -11 | 0.2 |
| C[C@@H]1CN([C@H](C)CO)C(=O)c2cc(Br)cnc2O[C@H]1CN(C)S(=O)(=O)c1ccc(F)cc1 | 3 | -1 | -5 | 5 | 19 | 56 | -3 | -0.5 |
| Cc1cccc(Cl)c1OCCN1CCCC1 | 1 | x | -7 | 11 | -8 | 3 | 3 | 0.1 |
| CCCC1=Nc2cc(C(=O)NCCN3CCOCC3)ccc2Sc2ccc(C)cc21 | -2 | -3 | -3 | -6 | 6 | 3 | -10 | -0.1 |
| O=C(NC(=O)c1ccccc1O)c1ccc2c(c1)CCO2 | 2 | -2 | -10 | x | 1 | -8 | 5 | 0.2 |
| COc1cc(/C=C(\C#N)C(=O)NCC2CCCO2)ccc1O (configuration not stated) | x | x | -2 | -9 | x | 4 | x | 0.1 |
| COc1ccccc1N1CCN(S(=O)(=O)CCNC(=O)c2cccc(F)c2)CC1 | -2 | 14 | x | -8 | -4 | 0 | -3 | -0.2 |
| Cc1c(C(=O)N(C)CC(=O)Nc2cccc(F)c2)oc2c(Cl)cccc12 | -3 | -3 | x | -2 | x | x | 4 | 0.4 |
| Cc1ccccc1C(=O)Nc1cccc(C(=O)N/N=C/c2ccccn2)c1 | -4 | 4 | 1 | -8 | -8 | -2 | 3 | 0.0 |
| COc1ccccc1C#Cc1ccc([C@@H]2[C@H]3CN(C(=O)C4CCCC4)CCCCN3[C@H]2CO)cc1 | 2 | 13 | -18 | x | x | 0 | 2 | x |
| CCOC(=O)C1CCN(S(=O)(=O)c2ccc(Cl)cc2)CC1 | 2 | -1 | 5 | 3 | 6 | -2 | -4 | 0.1 |
| COC(=O)[C@@]1(C(C)C)N=C(c2cc(OC)c(OC)c(OC)c2)[C@]2(O1)C(=O)N(C)c1ccc(Cl)cc12 | x | 2 | x | -1 | x | x | 1 | -0.1 |
| COc1cccc(NC(=O)Nc2ccc3c(c2)C(=O)N(C)[C@H]2CC[C@H](CC(=O)O)O[C@@H]2CO3)c1 | x | x | -1 | -20 | -12 | -3 | x | 0.2 |
| Cc1ccc(NC(=S)N=Nc2c(O)n(C)c3ccc(S(=O)(=O)N4CCOCC4)cc23)cc1 | x | x | -3 | -6 | -11 | x | x | 0.1 |
| O=S(=O)(c1ccc(N2CCCCCC2)nc1)N1CCCC1 | 1 | 5 | -9 | -24 | -4 | x | 0 | 0.0 |
| O=C([C@H]1[C@H](CO)[C@H]2Cn3c(ccc(C4=CCCC4)c3=O)[C@@H]1N2C(=O)c1ccncc1)N1CCCCC1 | 0 | 1 | x | -1 | -3 | 9 | -7 | 0.0 |

Assay outcomes as filed in PubChem BioAssay.
